# U2OS ROS induce – inducers of reactive oxygen species in cancer cells. 46,000 tested, 2% active. ROS induction (% of piperlongumine), % at 10 µM. U2OS ROS induction, H2DCF-DA fluorescence; in the data active means ROS induction above about 79%, passing the limit was not always enough;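 further: 0% = DMSO vehicle median and 100% = reference compound median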
# * = called active by the depositor. These rows are one share of the data, so the mix of outcomes need not match the whole.
smiles,U2OS ROS induce
C[C@@H]1CN([C@@H](C)CO)C(=O)c2cccc(NS(=O)(=O)c3ccc(F)cc3)c2O[C@H]1CN(C)S(=O)(=O)c1ccc(F)cc1,-3
O=C(NCc1ccco1)C1CC(c2cccc(Br)c2)=NO1 (stereo unspecified),-3
CCOc1ccc(N=c2scc(-c3ccc(S(=O)(=O)N(CC)CC)cc3)n2CCCO)cc1,68
CC1=C(C(=O)O)SCCO1,5
CCN(CC)C(=O)c1ccc(OC(C)=O)cc1,-6
C[C@H](CO)N1C[C@H](C)[C@H](CN(C)Cc2ccc(C(=O)Nc3ccccc3N)cc2)Oc2ccc(NS(C)(=O)=O)cc2CC1=O,1
C[C@@H]1CCCCO[C@@H](CN(C)Cc2ccc3c(c2)OCO3)[C@@H](C)CN([C@H](C)CO)C(=O)c2cc(NC(=O)NC3CCCCC3)ccc2O1,12
O=c1[nH]cnc2c1sc1nc(N3CCOCC3)c3c(c12)CCCC3,45
Cc1ccccc1Cn1cc(NC(=O)c2nc3ncccn3n2)cn1,-4
Cc1noc(C)c1NC(=O)Nc1cccc2c1O[C@H](CN(C)Cc1ccc(Oc3ccccc3)cc1)[C@H](C)CN([C@H](C)CO)C2=O,5
CCC(=O)Nc1nonc1-c1nc2ccccc2n1Cc1cc(OC)ccc1C,4
COc1ccc(NC(=O)Nc2cccc3c2O[C@H](CN(C)Cc2ccc(Oc4ccccc4)cc2)[C@@H](C)CN([C@@H](C)CO)C3=O)cc1,60
CCOC(=O)c1c(NC(=O)Cn2ccc([N+](=O)[O-])n2)sc(C)c1C,5
C[C@H]1CN([C@@H](C)CO)C(=O)Cc2cc(NC(=O)C3CC3)ccc2O[C@@H]1CN(C)S(=O)(=O)c1cccs1,17
CCN(CC)S(=O)(=O)c1ccc(OC)cc1,-5

# Shown with each value named: four of the compounds above.
> CCOc1ccc(N=c2scc(-c3ccc(S(=O)(=O)N(CC)CC)cc3)n2CCCO)cc1
  U2OS ROS induce: 68
> CC1=C(C(=O)O)SCCO1
  U2OS ROS induce: 5
> CCN(CC)C(=O)c1ccc(OC(C)=O)cc1
  U2OS ROS induce: -6
> C[C@H](CO)N1C[C@H](C)[C@H](CN(C)Cc2ccc(C(=O)Nc3ccccc3N)cc2)Oc2ccc(NS(C)(=O)=O)cc2CC1=O
  U2OS ROS induce: 1

# Going on with the list:
smiles,U2OS ROS induce
C[C@H](CO)N1C[C@H](C)[C@H](CN(C)CC2CC2)Oc2c(NC(=O)c3nc4ccccc4s3)cccc2C1=O,2
Cc1nc(-c2ccccc2)sc1C(=O)Sc1ccc(Cl)cc1,-8
C[C@@H]1CN([C@H](C)CO)C(=O)Cc2cc(NC(=O)CCN3CCOCC3)ccc2O[C@H]1CN(C)Cc1ccc(Cl)c(Cl)c1,-5
CC(C)(Oc1ccc(Cl)cc1)C(=O)Nc1cccc(-c2nc3ncccc3o2)c1,0
C[C@H]1CN([C@@H](C)CO)C(=O)c2cccc(NC(=O)c3nc4ccccc4s3)c2O[C@H]1CN(C)Cc1ccccc1,11
FC(F)(F)c1cc(N2CCCCC2)c2cccc(Cl)c2n1,48
COc1ccc(-c2cc3ccccc3oc2=O)cc1NC(=O)COc1ccc(C(C)(C)C)cc1,36
CCc1nc2sc(C#N)c(N)c2cc1C,18
CCCCN(CCCC)c1ccc(/C=N/NC(=O)CCCCCCC(=O)Nc2ccccc2O)cc1,-3
COc1ccc2c(Sc3ccc(Cl)cc3)c(C(=O)NCCCN3CCN(C)CC3)[nH]c2c1,-15
COc1ccc(NC(=O)N(C)C[C@@H]2Oc3ccc(NC(=O)CCC(F)(F)F)cc3CC(=O)N([C@H](C)CO)C[C@@H]2C)cc1,5
C[C@H](CO)N1C[C@H](C)[C@H](CN(C)Cc2ccccc2)Oc2c(NC(=O)Nc3ccc(C(F)(F)F)cc3)cccc2C1=O,11
COc1ccc(S(=O)(=O)N(C)C[C@H]2Oc3ccc(NC(=O)C4CCCCC4)cc3CC(=O)N([C@@H](C)CO)C[C@H]2C)cc1,43
C[C@H]1CN([C@@H](C)CO)C(=O)c2cc(NC(=O)CCC(F)(F)F)ccc2O[C@H]1CN(C)Cc1ccc(C(=O)Nc2ccccc2N)cc1,3
CC1CCCN(CCCNC(=O)CCn2nc(-c3ccccc3)ccc2=O)C1 (stereo unspecified),-7
C[C@@H]1CN([C@@H](C)CO)C(=O)c2cc(NC(=O)Nc3ccccc3)ccc2O[C@H]1CN(C)Cc1ccc(Cl)c(Cl)c1,11
C[C@@H]1O[C@@H](OC2C(O[C@H]3[C@H](O[C@H]4CC[C@@]5(C)C(CC[C@]6(C)C5CC=C5C7CC(C)(C)C(O)C(O)[C@]7(C)CC[C@]56C)C4(C)C)O[C@H](C(=O)O)[C@@H](O)[C@@H]3O)OC(CO)C(O)C2O)[C@H](O)[C@H](O)[C@H]1OC1OCC(O)C(O)C1O (stereo partly specified),-1
FC(F)(F)c1ccccc1NC(=S)Nc1ccc(-c2csnn2)cc1,-2
O=C(CSc1nc(-c2ccccc2)c2cc(Cl)ccc2n1)N1N=CCC1c1ccccc1 (stereo unspecified),18
C[C@H](CO)N1C[C@H](C)[C@H](CN(C)C(=O)Nc2ccc3c(c2)OCO3)Oc2ccc(NC(=O)CCN3CCOCC3)cc2C1=O,31
COc1ccc(CCN2C(=O)CSC2=NC2CC2)cc1OC,18
Cc1cc(C(=O)Nc2cccc3c2O[C@H](CN(C)C(=O)Nc2ccc(F)cc2)[C@H](C)CN([C@@H](C)CO)C3=O)n(C)n1,5
CCn1c(SCC(=O)Nc2ccc(C(=O)O)cc2)nnc1-c1ccc(Cl)cc1,-6
Cc1cccc(NC(=O)CSc2nsc(SCC(=O)Nc3cccc(C)c3)c2C#N)c1,26
C[C@H]1CN([C@@H](C)CO)C(=O)c2cc(NC(=O)Cn3cnnn3)ccc2O[C@@H]1CN(C)Cc1ccc(C(F)(F)F)cc1,-18
COc1ccc(NC(=O)Nc2cccc3c2O[C@H](CN(C)S(=O)(=O)c2ccc(OC)cc2)[C@H](C)CN([C@@H](C)CO)C3=O)cc1,5
COC(=O)c1ccc(NC(=O)CSc2nnc(-c3ccc(NC(C)=O)cc3)n2C)cc1,1
CN1CCc2ccccc2Cc2[nH]c3ccccc3c2CC1,3
COc1ccc(/C=C/C(=O)Nc2ccc(-n3nncc3-c3ccc(OC)c(OC)c3)cc2)cc1OC,59
Cc1noc(C)c1NC(=O)N(C)C[C@@H]1OCc2cn(nn2)CCCC(=O)N([C@@H](C)CO)C[C@H]1C,10
O=C(O)Cn1ncc2c3ccccc3n(Cc3cccc(Cl)c3)c2c1=O,2
CC1(C)CC(=O)C2=C(C1)Nc1ccccc1N(C(=S)NCc1ccco1)C2c1cccnc1 (stereo unspecified),-6
CC(=O)O[C@@H]1C[C@@H](C)[C@](O)(CCC2=CC(=O)OC2)[C@@]2(C)CCCC(C)(C)C12 (stereo partly specified),8
C[C@@H]1CN([C@H](C)CO)C(=O)c2cccc(NC(=O)C3CCOCC3)c2O[C@H]1CN(C)Cc1ccc(-c2ccccc2)cc1,100*
COc1c(O)cc2oc(-c3ccc(O)cc3)cc(=O)c2c1O,0
C[C@H](CO)N1C[C@H](C)[C@@H](CN(C)Cc2ccccc2)Oc2c(NS(=O)(=O)c3cccs3)cccc2C1=O,12
Clc1ccc(OCCN2CCNCC2)cc1,-3
COC(=O)C1=NNC(c2ccccc2)(c2ccccc2)C1,1
C[C@H]1CN([C@@H](C)CO)C(=O)Cc2cc(NC(=O)CCC(F)(F)F)ccc2O[C@@H]1CN(C)CC1CCCCC1,-2
CC(C)Cc1ccc(C(C)c2nc(-c3cccs3)no2)cc1 (stereo unspecified),5
C=C1[C@@H]2CC[C@H]3[C@@]4(C)C(C[C@H](OC(=O)[C@]5(C)O[C@@H]5C)[C@]3(C2)[C@@H]1OC(C)=O)[C@](C)(C(=O)OC)CC[C@H]4OC(C)=O (stereo partly specified),12
COc1ccc(S(=O)(=O)N(C)C[C@@H]2Oc3ccc(NC(=O)Nc4ccc5c(c4)OCO5)cc3CC(=O)N([C@@H](C)CO)C[C@@H]2C)cc1,6
Cc1ccc(S(=O)(=O)Nc2cccc3c2O[C@@H](CN(C)Cc2ccc4c(c2)OCO4)[C@H](C)CN([C@H](C)CO)C3=O)cc1,-2
C[C@@H]1CN([C@@H](C)CO)C(=O)c2cccc(NS(=O)(=O)c3ccc(F)cc3)c2O[C@@H]1CN(C)C(=O)Nc1ccc(F)cc1,-2
CC(C)NC(=O)Nc1cccc2c1O[C@@H](CN(C)Cc1ccc(C(F)(F)F)cc1)[C@H](C)CN([C@H](C)CO)C2=O,0
Cc1cccc(C)c1NC(=O)CC(C(=O)O)N(C)C (stereo unspecified),-4
CNC[C@H]1Oc2ccc(NC(=O)Nc3ccc(C(F)(F)F)cc3)cc2CC(=O)N([C@@H](C)CO)C[C@H]1C,19
O=c1[nH]ncc(N2CCCCCC2)c1Cl,-3
C[C@@H]1CN([C@H](C)CO)C(=O)Cc2cc(NC(=O)Cc3ccccc3)ccc2O[C@H]1CN(C)Cc1ccncc1,-2
C[C@@H]1CN([C@H](C)CO)C(=O)c2cc(NC(=O)CCCN(C)C)ccc2O[C@@H]1CN(C)C(=O)NC1CCCCC1,0
C[C@H](CO)N1C[C@H](C)[C@H](CN(C)CC2CCCCC2)Oc2c(NC(=O)Nc3ccc4c(c3)OCO4)cccc2C1=O,-2
COC(=O)CSc1ccc2c(N)c(C(=O)OC)sc2c1,9
NNC(=O)CS(=O)(=O)c1ccc(C(F)(F)F)cn1,-4
Cc1ccc(N(C(C)C(=O)Nc2cc(C(F)(F)F)ccc2Cl)S(C)(=O)=O)cc1C (stereo unspecified),-4
CC(C)CCN1CC(C(=O)NC2CCCCCC2)CC1=O (stereo unspecified),-9
O=C(OCc1nc2ccccc2s1)c1ccc([N+](=O)[O-])cc1,0
COc1ccc(NC(=O)Nc2cccc3c2O[C@H](CN(C)C)[C@@H](C)CN([C@H](C)CO)C3=O)cc1,-11
O=C(NCCc1c[nH]c2ccccc12)Nc1cccc2ccccc12,10
Cc1ccc(NC(=O)C(C)N(c2ccc(Cl)cc2)S(C)(=O)=O)c(C)c1 (stereo unspecified),-2
O=C(Nc1ccc([N+](=O)[O-])cc1Cl)c1cc(Cl)ccc1O,-8

# (more compounds)
smiles,U2OS ROS induce
COc1cc2cc(Oc3ccc4ccc(=O)oc4c3)c(=O)oc2cc1OC1OC(COC(=O)CC(C)(O)CC(=O)O)C(O)C(O)C1O (stereo unspecified),-4
CC(C)NC(=O)N(C)C[C@H]1Oc2ccc(NC(=O)C3CCCCC3)cc2C(=O)N([C@H](C)CO)C[C@@H]1C,-14
CCCn1nnc(NC(=O)COc2ccc(C)cc2C)n1,-9
C[C@@H]1CN([C@@H](C)CO)C(=O)c2cc(NC(=O)Cc3ccccc3)ccc2O[C@@H]1CN(C)Cc1ccccc1,8
C[C@@H]1CN([C@H](C)CO)C(=O)Cc2cc(NC(=O)Cc3cn(C)c4ccccc34)ccc2O[C@@H]1CN(C)Cc1ccc2c(c1)OCO2,29
C=CCN1Cc2ccccc2[C@@H]2OC(c3ccc(OCCCO)cc3)=N[C@]2(CC=C)C1=O,20
C[C@@H]1O[C@@H](O[C@H]2[C@H](Oc3cc(O)c4c(c3)O[C@H](c3ccc(O)cc3)CC4=O)O[C@H](CO)[C@@H](O)[C@@H]2O)[C@H](O)[C@H](O)[C@H]1O,-3
C[C@H]1CN([C@@H](C)CO)C(=O)c2cccc(NC(=O)c3cnccn3)c2O[C@@H]1CN(C)C,-10
C[C@@H]1CN([C@H](C)CO)C(=O)CCCn2nncc2CO[C@H]1CN(C)S(=O)(=O)c1cccc(F)c1,-12
NC(=O)[C@@H]1[C@H]2C(=O)O[C@H](c3ccccc3)[C@H](c3ccccc3)N2[C@H](c2ccc(O)cc2)[C@@]12C(=O)Nc1ccccc12,36
CCCC(=O)c1cc2cc(Cl)ccc2oc1=O,16
C[C@@H]1CN([C@@H](C)CO)C(=O)Cc2cc(NS(C)(=O)=O)ccc2O[C@@H]1CN(C)Cc1ccc(Cl)c(Cl)c1,104*
C[C@@H]1CN([C@H](C)CO)C(=O)CCCn2cc(nn2)CO[C@@H]1CN(C)C(=O)c1ccccc1,-14
C[C@@H]1CN([C@H](C)CO)C(=O)CCCn2nncc2CO[C@@H]1CN(C)Cc1cccc(C(=O)O)c1,4
CC(=O)O[C@@H]1CC2C(C)(C)C=CC(=O)[C@]2(C)C2CC[C@@]3(C)[C@H](c4ccoc4)OC(=O)C4OC43[C@@]21C (stereo partly specified),2
C[C@@H]1CN([C@@H](C)CO)C(=O)Cc2cc(NS(=O)(=O)c3ccccc3)ccc2O[C@@H]1CN(C)S(=O)(=O)c1ccc(Cl)cc1,-5
CCOC(=O)c1c(/N=C/C2C(=O)NC(=S)NC2=O)sc2c1CCCCC2,-8

# 4 entries from above, set out differently:
CCCC(=O)c1cc2cc(Cl)ccc2oc1=O
  U2OS ROS induce: 16

CC(C)NC(=O)N(C)C[C@H]1Oc2ccc(NC(=O)C3CCCCC3)cc2C(=O)N([C@H](C)CO)C[C@@H]1C
  U2OS ROS induce: -14

CCCn1nnc(NC(=O)COc2ccc(C)cc2C)n1
  U2OS ROS induce: -9

CCOC(=O)c1c(/N=C/C2C(=O)NC(=S)NC2=O)sc2c1CCCCC2
  U2OS ROS induce: -8

# Assay outcomes: PubChem, Broad Institute
